From PubChem
WRN inhibitor = inhibitors of human WRN helicase. AID 651768. WRN helicase unwinding, fluorescent forked duplex, kinetic. Potency, µM (doses to about 114 µM), inactives show at the top dose activity change, negative = inhibition, most hits filed as inhibitors. Q14191. 360,000 compounds, 0.46% hits; further: potency means the concentration at half of the fitted maximal effect; on the % scale 0 is the no-effect control and ±100 the full control effect; nearly all actives have a fitted effect of over 55% in size
Target sequence (Q14191 whole entry, looked up): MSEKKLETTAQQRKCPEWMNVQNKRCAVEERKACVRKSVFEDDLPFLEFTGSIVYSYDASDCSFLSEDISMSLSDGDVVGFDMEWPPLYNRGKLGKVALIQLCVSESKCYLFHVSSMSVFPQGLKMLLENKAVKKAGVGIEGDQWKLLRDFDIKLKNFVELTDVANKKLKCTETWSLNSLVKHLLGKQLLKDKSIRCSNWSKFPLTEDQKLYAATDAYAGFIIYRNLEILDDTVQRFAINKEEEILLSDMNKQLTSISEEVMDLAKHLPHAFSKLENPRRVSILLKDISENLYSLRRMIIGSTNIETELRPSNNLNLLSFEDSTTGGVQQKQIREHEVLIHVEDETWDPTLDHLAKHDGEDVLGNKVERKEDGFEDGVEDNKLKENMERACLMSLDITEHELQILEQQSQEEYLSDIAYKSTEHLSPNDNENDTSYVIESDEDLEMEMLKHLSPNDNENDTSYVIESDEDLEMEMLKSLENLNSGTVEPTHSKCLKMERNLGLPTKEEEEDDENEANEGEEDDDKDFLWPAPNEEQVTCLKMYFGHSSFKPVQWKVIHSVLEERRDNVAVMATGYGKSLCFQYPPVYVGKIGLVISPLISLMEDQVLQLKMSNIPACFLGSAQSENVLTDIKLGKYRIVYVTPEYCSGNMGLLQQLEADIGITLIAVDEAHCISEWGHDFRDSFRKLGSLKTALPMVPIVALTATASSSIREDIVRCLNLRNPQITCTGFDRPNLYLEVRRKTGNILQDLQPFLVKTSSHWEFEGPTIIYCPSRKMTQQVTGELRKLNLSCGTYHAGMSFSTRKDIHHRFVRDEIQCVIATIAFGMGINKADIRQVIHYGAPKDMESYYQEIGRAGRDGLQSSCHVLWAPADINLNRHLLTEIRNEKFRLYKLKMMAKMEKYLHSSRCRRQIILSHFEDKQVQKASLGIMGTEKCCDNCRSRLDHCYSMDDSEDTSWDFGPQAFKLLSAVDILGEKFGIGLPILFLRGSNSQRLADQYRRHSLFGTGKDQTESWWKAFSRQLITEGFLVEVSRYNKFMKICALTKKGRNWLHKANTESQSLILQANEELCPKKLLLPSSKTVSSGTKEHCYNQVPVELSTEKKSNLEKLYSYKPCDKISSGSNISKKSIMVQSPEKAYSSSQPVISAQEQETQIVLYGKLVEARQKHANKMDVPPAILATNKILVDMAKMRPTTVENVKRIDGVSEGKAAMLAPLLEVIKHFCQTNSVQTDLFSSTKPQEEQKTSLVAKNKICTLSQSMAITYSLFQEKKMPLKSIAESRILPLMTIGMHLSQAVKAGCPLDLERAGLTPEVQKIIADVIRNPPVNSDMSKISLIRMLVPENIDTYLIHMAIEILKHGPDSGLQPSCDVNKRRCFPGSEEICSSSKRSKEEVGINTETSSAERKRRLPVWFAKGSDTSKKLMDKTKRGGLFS
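Kinetic fluorescence helicase assay: unwinding of a quenched forked DNA duplex (100 nM final) with 2 mM ATP final raises red fluorescence (525/598 nm). Compounds sat 15 min at room temperature with 20 nM WRN beforehand.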
DRD3 agonist = activates the human D3 dopamine receptor. P35462. D3R DiscoveRx beta-arrestin cells, luminescence, 90 min. max activation, %. 410,000 compounds, 0.58% hits. AID 652048; in the data active means max activation above about 30%; further: 0% is about no effect; mostly tested at two doses, the higher about 12 µM
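Cells at 1500/well, incubated overnight, then treated with pinned compounds (dopamine as control) for 90 min at 37 degrees C. DiscoveRx reagent added for 30 - 60 minutes at room temperature; luminescence read.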
DRD3 antagonist = D3 dopamine receptor (human) antagonism | P35462 | D3R cells, DiscoveRx beta-arrestin luminescence, antagonist mode; active compounds read low | max response, negative = inhibition, % | 360,000 compounds, 2.5% hits | AID 652054; in the data active means max response below about -50%; inconclusive means no clear call, values can overlap the other calls; further: on the % scale 0 is the no-effect control and ±100 the full control effect; mostly tested at two doses, the higher about 12 µM
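Cells plated overnight at 1500 cells/well, then exposed to library compounds with dopamine controls for 90 minutes at 37 degrees C. DiscoveRx reagent added for 30–60 minutes at room temperature; luminescence read, quantitative HTS format.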
PLK1 PBD block = inhibitors of human PLK1 polo-box domain binding. P53350. Plk1 PBD binding of FITC phosphopeptide, fluorescence polarization. Potency, µM, for the others: max response, negative = inhibition, actives largely listed as inhibitors. 360,000 compounds, 2.8% hits; further: potency means the concentration at half of the fitted maximal effect; series mostly up to about 57 µM; on the % scale 0 is the no-effect control and ±100 the full control effect; nearly all actives have a fitted effect of over 65% in size
GLP1R inv ag = inverse agonists of human GLP-1 receptor; HEK293 GLP-1R CRE-luciferase, luminescence, 24 h; GLP-1R form is constitutively active; Potency, µM (titrated, usually from 38.3 µM), inactives show at the top dose activity change, negative = inhibition, most hits filed as inhibitors; 410,000 compounds, 1.6% hits; AID 624417; further: potency means the concentration at half of the fitted maximal effect; on the % scale 0 is the no-effect control and ±100 the full control effect; nearly all actives have a fitted effect of over 55% in size
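Stable HEK293 clone (constitutively active GLP-1R + cAMP-response luciferase); 200 cells/uL plated, 12 h pre-culture, compound 24 hr, 37 deg C/5% CO2; detection reagent 12 min RT; luminescence.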
GLP1R ag = GLP-1 receptor (human) agonism. HEK293 GLP-1R CRE-luciferase, luminescence, 4-6 h; cells express a hypersensitive GLP-1R form. Potency, µM (highest dose often 45.6 µM), without a hit: top-dose activation, most hits filed as activators. 380,000 compounds, 0.007% hits; further: potency means the concentration at half of the fitted maximal effect; % of control where 0% means no effect
HEK293 tox = cytotoxic in the GLP-1 receptor inverse agonist counter-screen | HEK293 cAMP-luciferase reporter cells, luminescence, 24 h | Potency, µM (series often up to 38.3 µM), inactives show at the highest dose activity change, negative = inhibition, most hits filed as inhibitors | 410,000 compounds, 0.13% hits | AID 624418;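 further: loss of luciferase light is scored as toxicity; potency means the concentration at half of the fitted maximal effect; on the % scale 0 is the no-effect control and ±100 the full control effect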
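Luminescence readout: signal drop marks cytotoxicity. Plated cells grew 12 h at 37 °C, 5% CO2, received 23 nL compound for 24 h, then got luciferase reagent, read after 12 min at RT.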
PI5P4Ka inh = blocks human PI5P4K alpha kinase activity. max response, %. PI5P4Kalpha enzyme, ADP-Glo luminescence, 60 min; active compounds read low. P48426. AID 652105. 330,000 compounds, 1.2% hits; active means max response of -50% or lower; inconclusive means between -30% and -50%; inactive means -30% or higher; further: value at the top dose of about 77 µM; on the % scale 0 is the no-effect control and ±100 the full control effect
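Luminescence from ADP-Glo served as readout of PI5P4Kalpha activity in a qHTS format. Reaction: enzyme, substrate, compound, ATP at 5 microM final, 60 min at RT.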
IL2 activator = activates IL-2 in a cell-based reporter assay; AID 652025; 360,000 compounds, 0.065% hits; activation, % (series mostly up to about 46 µM); IL-2 activation reporter assay, cell-based qHTS; stimulated with anti-CD3/CD4/CD28 beads; in transgenic mouse T cells; in the data active means activation above about 50%; inconclusive means mostly about 30% to 49%; further: 0% is about no effect
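Screening format: compound pinned onto unstimulated transgenic mouse T cells, 60 min incubation, then anti-CD3/anti-CD4/anti-CD28 bead stimulation for 18 hours at 37 degrees C, followed by EGFP and DsRed detection.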
* = called active by the depositor; ? = inconclusive; · = no result given; & = joins results of further samples; [ ] = dose if it differs, or a comment. Unless noted, the call rests on the fitted dose curve; in most records, active means well fitted curve in the direction sought with a large enough effect; inconclusive means small, poorly fitted or top-dose-only effect, or another doubt; inactive means no such curve, though single readings can be large; an effect the other way counts as inactive or inconclusive.

SMILES	WRN inhibitor	DRD3 agonist	DRD3 antagonist	PLK1 PBD block	GLP1R inv ag	GLP1R ag	HEK293 tox	PI5P4Ka inh	IL2 activator
Cc1cc(S(=O)(=O)NCCCN2CCOCC2)c(C)cc1Cl	-3%	-1	-10	-1%	1%	1%	-1%	0	1.2
CCOC(=O)c1ccc(NCc2nc3ccccc3n2C)cc1	-11%	2	5	-2%	-1%	20%	15%	-1	-0.8
COc1ccc(C(=O)NNC(=O)CSc2nnc(C)n2CC2CCCO2)cc1 (configuration not stated)	2%	0	20	4%	18%	-1%	-1%	3	-0.2
O=C(Nc1ccccc1)C1=C(Nc2ccccc2)CSC1	9%	4	42	-3%	6%	4%	-25%	0	-2.0
CCOC(=O)c1c(C)n(C)c2c(C)cc(O)c(OC(=O)CC)c12	1%	2	9	-1%	0%	-7%	-9%	-2	1.1
CCOc1ccccc1NC(=O)C1CCN(S(=O)(=O)c2c(C)nn(C)c2C)CC1	-1%	-7	-23	-6%	0%	-1%	3%	7	-0.7
CCCCCC(=O)Nc1ccc2oc(-c3cccnc3)nc2c1	1%	2	27	-5%	0%	0%	-9%	1	0.7
CCOCCCNCC(=O)NC1(C)C2CCC(C2)C1(C)C (configuration not stated)	-2%	0	0	1%	-7%	-5%	0%	0	-1.1
O=C(Oc1ccc2ccc(=O)oc2c1)c1ccccc1	-5%	-15	5	0%	11%	-3%	-40%	2	0.7
COc1cccc(NC(=O)c2nn(C)c(C(=O)Nc3cccc(OC)c3)c2[N+](=O)[O-])c1	?	-5	-27	-7%	?	-3%	-5%	-5	1.1
O=C1[C@@H]2Cc3ccccc3CN2C(=O)N1c1cccc(F)c1	0%	37*	-11	-7%	-8%	-2%	14%	·	0.4
Cc1ccc(N(C)C(=O)CCS(=O)(=O)c2cc3c(cc2Cl)NC(=O)CO3)cc1	4%	-11&-13	-28	-9%	4%&2%	-3%&13%	-4%&-11%	1	-4.1
CCN(CC)S(=O)(=O)c1ccc(NC(=O)c2cccc3c2C(=O)N(CCOC)C3)cc1	2%	2	12	-7%	20%	-3%	-8%	-3	-0.3
COc1ccc2[nH]c(=O)c(CN(CCO)C(=O)c3cccs3)cc2c1	0%	-20	-26	-10%	0%	-10%	0%	·	2.6
Cc1ccc(S(=O)(=O)NC(=O)N2CCN(Cc3c(F)cccc3Cl)CC2)cc1	-28%	-3	8	-9%	-1%	7%	-1%	7	2.4
COc1ccccc1N1CCSC1C(N)=O (configuration not stated)	3%	0	0	-8%	0%	1%	-9%	-14	0.2
COc1cc(/C=N/NC(=O)c2cccc([N+](=O)[O-])c2)ccc1O	-7%	0	2	-1%	5%	1%	1%	7	2.2
CCOc1ccc(-c2nc(CSCC(=O)N3CCN(c4cccc(OC)c4)CC3)c(C)o2)cc1	-6%	6	11	-11%	?	-4%	4%	0	-3.7
Cc1ccc(N2CCN(S(=O)(=O)N3CCCCC3)CC2)cc1Cl	7%	-6	7	-12%	24%	20%	-3%	3	-0.1
CCc1nnc(NC(=O)CCN2C(=O)CCC2=O)s1	0%	-1	15	-3%	-2%	-5%	-9%	·	-1.1
O=C(NCc1cc2ccccc2[nH]1)c1ccccc1F	?	-7	-26	-13%	-4%	8%	16%	5	-0.3
Cc1[nH]c2ccc(C(=O)OCC(=O)NC3(C#N)CCCCC3)cc2c1C	-1%	-7	4	-16%	-8%	1%	-2%	-19	-4.3
COCc1c(C)cc(C)c(/C=N/O)c1C	-13%	0	-26	-2%	2%	7%	2%	2	-1.7
O=C(Nc1ccc([N+](=O)[O-])cc1)C1CC12CCC2 (configuration not stated)	-1%	1	10	-12%	-18%	8%	0%	-1	-4.9
COC(=O)c1cc(C(=O)OCC(=O)NC(=O)NCc2ccccc2)cc([N+](=O)[O-])c1	0%	1	-2	-10%	9%	4%	2%	9	2.3

Some of the entries so far, bar-delimited:
molecule | WRN inhibitor | DRD3 agonist | DRD3 antagonist | PLK1 PBD block | GLP1R inv ag | GLP1R ag | HEK293 tox | PI5P4Ka inh | IL2 activator
COc1cccc(NC(=O)c2nn(C)c(C(=O)Nc3cccc(OC)c3)c2[N+](=O)[O-])c1 | ? | -5 | -27 | -7% | ? | -3% | -5% | -5 | 1.1
CCOc1ccc(-c2nc(CSCC(=O)N3CCN(c4cccc(OC)c4)CC3)c(C)o2)cc1 | -6% | 6 | 11 | -11% | ? | -4% | 4% | 0 | -3.7
COc1ccccc1N1CCSC1C(N)=O (configuration not stated) | 3% | 0 | 0 | -8% | 0% | 1% | -9% | -14 | 0.2

(further entries)
SMILES	WRN inhibitor	DRD3 agonist	DRD3 antagonist	PLK1 PBD block	GLP1R inv ag	GLP1R ag	HEK293 tox	PI5P4Ka inh	IL2 activator
O=C(Nn1cnnc1)c1ccc(F)cc1	4%	2	-8	-4%	8%	-5%	1%	-1	-0.3
CN(CC(=O)Nc1ccc(F)cc1)C(=O)C1CCN(S(=O)(=O)c2ccc3c(c2)OCCO3)CC1	1%	2	-8	1%	39%	10%	2%	2	-0.2
CCOC(=O)c1c(C)c(C(=O)NC2CCCCC2)c(C)n1CC	4%	16	23	0%	-6%	5%	-1%	·	-1.7
COc1cc2c(C(F)(F)F)c(-c3ccsc3)oc(=O)c2cc1OC	-3%	7	71	-11%	15%	0%	0%	0	-0.5
Cc1nc(NC(=O)c2ccc(F)cc2)nc2cc3c(cc12)OCO3	2%	-5	6	1%	6%	-5%	-12%	·	-1.1
O=C(CSc1nc2nc[nH]c2c(=O)[nH]1)NC1CCCCC1	-12%	11	0	-8%	-13%	-9%	-8%	-12	2.5
CC(C)Nc1nc2c(c(=O)n(C)c(=O)n2C)n1C	-8%	4	1	-12%	26%	-1%	4%	6	-0.3
O=C(Nc1nnc(S(=O)(=O)N2CCCC2)s1)c1cccc([N+](=O)[O-])c1	-9%	5	0	-12%	54%[activator]	-3%	-6%	?	-2.0
CCOc1ccc2c(C)nc(NC3=NC(C)(C)C=C(C)N3)nc2c1	95%[activator]	-3	12	-11%	?	-10%	12%	2	3.6
CC(=O)c1cccc(NCC(=O)Nc2cccc(S(=O)(=O)N3CCCCC3)c2)c1	-1%	3	15	-1%	-27%	7%	8%	4	-3.8
C[C@]12c3[nH]c4ccccc4c3CCN1C(=O)C(CC(=O)NCCC1=CCCCC1)C[C@@H]2C(=O)N1CCCCC1 (some centres not stated)	-4%	-7	-2	-5%	13%	13%	1%	0	-0.5
O=C(Nc1ccccc1)c1csc(-c2ccccc2)n1	-2%	2	7	-10%	9%	16%	4%	9	-4.1
Cc1cccc(OCC(=O)NCC(=O)N/N=C/c2cccnc2)c1	1%	-5	4	6%	-1%	3%	-9%	0	0.6
O=C(NC(=S)Nc1cccnc1)c1ccccc1	-7%	-5	-19	-6%	-2%	4%	-2%	2	0.3
Cc1ccc(-n2cccc2/C=C2\C(=N)N3N=C(C(C)C)SC3=NC2=O)cc1	-6%	3	12	?	?	-7%	-20%	-8	-0.1
CN(C)CCNC(=S)Nc1ccc(Cl)cc1	8%	0	-8	-12%	-16%	2%	9%	-4	-2.7
CC(C)Cn1c(CN2CCN(c3ccccc3F)CC2)nc2c1c(=O)[nH]c(=O)n2C	5%	2	26	3%	-15%	2%	0%	0	-1.2
COc1ccc2c(Cl)c(C(=O)N/N=C/c3c(C)[nH]c4ccccc34)sc2c1	-11%	4	23	17%	?	10%	-8%	-8	-0.5
Cc1ccn2c(-c3csc(NCc4ccco4)n3)c(C)nc2c1	-5%	-8	0	-22%	?	5%	?	-5	-0.6
O=C(Nc1ccccc1C(=O)NC(Cc1ccccc1)C(=O)O)c1ccco1 (configuration not stated)	-1%	-3	-22	-26%	4%	-3%	2%	3	0.0
Cc1ccc(NC(=O)CN(C)C(=O)CNC(=O)c2cccs2)cc1	-2%	2	2	-1%	-2%	-9%	-10%	4	2.3
Cc1cccc(NC(=O)Nc2ccc(C)c(C)c2)n1	-9%[57.1 µM]	5&-11	12	2%	10%&17%	0%&5%	-5%&3%	-12	-2.8
CCOc1cc(CN2CCCCCC2)ccc1OC	4%	-9	-26	-9%	-2%	-2%	10%	5	1.1
O=C(Cc1ccc(S(=O)(=O)N2CCOCC2)s1)NCCOc1ccccc1	-4%	7	9	6%	-5%	-9%	-3%	-16	1.8
CNS(=O)(=O)c1ccc(NC(=O)c2cc(-c3ccncc3)nc3ccc(Cl)cc23)cc1	-34%	1	3	3%	5%	3%	15%	-2	-3.0
SMILES	WRN inhibitor	DRD3 agonist	DRD3 antagonist	PLK1 PBD block	GLP1R inv ag	GLP1R ag	HEK293 tox	PI5P4Ka inh	IL2 activator
Cc1ccc(F)cc1C(=O)N1CCCC1(C)C(=O)NCC(C)C (configuration not stated)	2%	3	0	-1%	21%	3%	6%	-7	-0.3
CC(=O)OC1CCC2(C)C(CCC3C2CC(OC(C)=O)C2(C)C3C[C@@H]3O[C@]4(CC[C@@H](C)CO4)[C@@H](C)C32)C1 (some centres not stated)	2%	8	-18	4%	5%	2%	5%	1	0.5
O=C(CCN1CCN(C(=O)c2ccco2)CC1)Nc1ccc(F)cc1	-22%	4	15	-4%	25%	-5%	-3%	-5	1.2
Cc1nnc(NC(=O)C2CCCN(S(=O)(=O)Cc3ccccc3)C2)s1 (configuration not stated)	4%	0	13	-10%	-11%	-5%	2%	-1	-0.8
Cc1nc2oc3c(NCc4ccccc4)ncnc3c2c2c1COC(C)(C)C2	-2%	-3	-24	-6%	30%	28%	4%	0	0.2
O=C(O)Cc1sc(Nc2ccccc2)nc1-c1cccs1	-9%	-6	9	21µM*	-7%	2%	9%	-28	1.6
COC(=O)c1cc(OC)c(OC)cc1NC(=O)CCc1ccc(C)o1	-12%	3	14	-9%	-1%	9%	-11%	3	-0.1
CCOC(=O)C(N)CSC1CC(=O)N(c2ccc(C(=O)OC)cc2)C1=O (configuration not stated)	-3%	-7	?	-13%	-8%	-8%	-2%	-7	0.6
COC(=O)CSC1=C(C#N)C(c2ccc(Cl)cc2)C(C(=O)OC)C(=O)N1 (configuration not stated)	-1%	3	-18	27µM*	-18%	-5%	-6%	2	1.8
COc1cc(C(C)=O)ccc1OCc1nnc(-c2ccccc2Br)o1	1%	-1	7	1%	104%[activator]	?	-4%	-7	0.8
O=C(Cc1ccccc1)Nc1ccccc1C(=O)Nc1ccccc1	10%	-3	11	-7%	18%	-9%	20%	-2	0.1
